G6PDH counter = counter-screen for G6PDH assay hits: L. mesenteroides G6PDH inhibition; Purified L. mesenteroides G6PDH, diaphorase/resazurin coupled fluorescence, 45 min; inhibition, % at 5 µM; hit rate 0.12% among 200,000; AID 1020; in the data active = inhibition above about 50%
TLR4 MyD88 comp = inhibitors of human TLR4-MyD88 binding; HeLa CL3-4 TLR4/MyD88 BLA complementation, FRET ratio; hit rate 0.18% among 200,000; inhibition, % at 8.4 µM; in the data active = inhibition above about 25%;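 note: 0% = vehicle and 100% = reference inhibitor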
Target sequence (O00206 whole entry, looked up): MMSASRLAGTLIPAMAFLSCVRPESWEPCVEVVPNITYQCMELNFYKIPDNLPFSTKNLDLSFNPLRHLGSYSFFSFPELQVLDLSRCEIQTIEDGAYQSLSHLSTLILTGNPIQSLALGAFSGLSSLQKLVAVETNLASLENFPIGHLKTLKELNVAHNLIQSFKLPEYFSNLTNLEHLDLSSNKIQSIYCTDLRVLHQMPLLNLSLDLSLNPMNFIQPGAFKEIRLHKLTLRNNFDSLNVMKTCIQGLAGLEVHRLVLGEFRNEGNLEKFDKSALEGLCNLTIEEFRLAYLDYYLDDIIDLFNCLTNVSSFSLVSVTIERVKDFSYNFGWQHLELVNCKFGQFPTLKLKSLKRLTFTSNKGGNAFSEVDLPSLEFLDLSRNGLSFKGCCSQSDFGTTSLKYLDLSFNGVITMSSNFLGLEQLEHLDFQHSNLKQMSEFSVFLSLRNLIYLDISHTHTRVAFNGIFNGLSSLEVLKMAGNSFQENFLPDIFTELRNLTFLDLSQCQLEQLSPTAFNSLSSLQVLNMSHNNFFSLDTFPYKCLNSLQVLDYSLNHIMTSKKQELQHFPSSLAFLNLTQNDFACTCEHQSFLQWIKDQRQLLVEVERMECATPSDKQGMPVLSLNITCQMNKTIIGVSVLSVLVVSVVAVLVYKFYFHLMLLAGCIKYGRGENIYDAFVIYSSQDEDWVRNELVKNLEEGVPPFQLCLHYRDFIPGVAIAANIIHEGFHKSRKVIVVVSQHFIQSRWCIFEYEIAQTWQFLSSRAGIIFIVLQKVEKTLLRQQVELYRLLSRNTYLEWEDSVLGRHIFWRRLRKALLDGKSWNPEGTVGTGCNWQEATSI
Target sequence (Q99836 whole entry, looked up): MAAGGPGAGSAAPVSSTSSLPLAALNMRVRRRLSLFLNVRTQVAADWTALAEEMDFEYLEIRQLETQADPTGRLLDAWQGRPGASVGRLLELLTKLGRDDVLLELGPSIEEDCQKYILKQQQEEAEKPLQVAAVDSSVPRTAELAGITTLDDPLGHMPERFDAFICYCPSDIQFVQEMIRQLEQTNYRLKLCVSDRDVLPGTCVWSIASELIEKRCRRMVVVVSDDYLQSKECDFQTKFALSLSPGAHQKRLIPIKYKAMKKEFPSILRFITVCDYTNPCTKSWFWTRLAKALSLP
FLuc stim CS = firefly luciferase counter-screen for stimulation assays | ATPlite luciferase biochemical, luminescence, 10 min; 0 = ATP-free wells, 1 = DMSO control | 200,000 tested, under 10 active | activation factor at 10 µM | P08659 | AID 1027;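 active = luciferase activation factor, scaled between plate controls, of at least 2 with compound at 10 µM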
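Material: Luciferase/luciferin reagent mix; Doses: test compounds dosed from 2 mM stocks in 100% DMSO; Schedule: 10 min incubation after luciferase reagent addition, room temperature; Measured by: luminescence from luciferase reaction; Read-out: luminescence gain marking luciferase activators.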
FLuc inh counter = Photinus pyralis luciferase inhibition counter-screen; inhibition, % at 10 µM; ATPLite firefly luciferase biochemical luminescence, 10 min; hit rate 1.5% among 200,000; P08659;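 active = inhibition above about 50% when tested at 10 µM, limit read from the data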
NF-kB expr up = compounds increasing NF-kB expression in human neuronal cells; AID 1239; hit rate 1.6% among 190,000; fold change at 12.5 µM; NF-kB reporter expression; active compounds read high; in the data active = fold change above about 3.3
APP 5'UTR act = APP 5'UTR luciferase reporter activation; SH-SY5Y APP 5'UTR luciferase reporter, luminescence; zero percent = DMSO vehicle wells; activation, % at 2 µM; hit rate 1% among 190,000;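 active = activation above a set limit, based on mean plus 3 SD of controls, cut at about 140% in these data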; note: values of inactives mirror those of a sister screen read the other way
Diaphorase act = counter-screen for diaphorase-based assays: diaphorase activators and chemical reducers; Diaphorase/resazurin coupled assay, resorufin fluorescence, 16 min; active compounds read high; 1 = vehicle wells, 0 = NADH-free wells; activation factor at 20 µM; hit rate 0.005% among 190,000; AID 1229;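 active = diaphorase activity raised at least twofold by the compound at 20 µM; inactive = activation factor below 2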
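Assay system: Purified diaphorase enzyme from Clostridium kluyveri | Amount: Enzyme 0.07 U/mL final | Dosing: Compound 20 µM once, DMSO 1% | Timing: 16 min reaction at room temperature | Detection: Fluorescence, excitation 544 nm and emission 590 nm | Evaluation: Higher resorufin formation from activation or reduction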
APP 5UTR inh = APP translation inhibition | SH-SY5Y APP 5'UTR-luciferase reporter, luminescence | inhibition, % at 2 µM | hit rate 0.82% among 190,000;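 active = inhibition above a set limit, derived from the sample mean plus 3 SD, cut at about 45% in these data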; note: values of inactives mirror those of a sister screen read the other way
Diaphorase inh = inhibits diaphorase or chemically oxidizes, flagging diaphorase assay artifacts. diaphorase resazurin-to-resorufin fluorescence, NADH, 16 min; bacterial (C. kluyveri) enzyme, not human. inhibition, % at 20 µM. hit rate 0.69% among 190,000. AID 1217;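 active = primary screen inhibition at 20 µM above a set limit, cut at about 50% in these data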;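 note: plate controls were DMSO with full reaction for no effect and wells lacking NADH for full effect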
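Assay system: diaphorase enzyme from Clostridium kluyveri; Input: enzyme working solution with 0.14 U/mL diaphorase; Timing: 16 min at room temperature; Technique: resorufin fluorescence, excitation 544 nm, emission 590 nm; Benchmarks: positive control minus NADH, DMSO neutral control.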
STAT1 act = increases IFN-gamma driven STAT1 reporter signal. hit rate 2.6% among 200,000. NIH 3T3 STAT1-luciferase reporter, luminescence; 100% = IFN-gamma alone, no compound. activation (% of control), % at 5.5 µM;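 active = activation above the screen-wide mean activation plus 3 SD, cut at about 130% in these data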;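 note: raw ratio to IFN-gamma control signal so 100% means no change and 0% no light; values of inactives mirror those of a sister screen read the other way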
Numbers without * were called inactive. The order is random (roughly 5.6% active in at least one column).

Screening NC(N)=N/N=C/c1ccc(OS(=O)(=O)c2ccccc2)cc1 returned G6PDH counter 1.6, TLR4 MyD88 comp 6.1, FLuc stim CS 1.1, FLuc inh counter -5.6, NF-kB expr up 1.36, APP 5'UTR act 15.7, Diaphorase act 1.2, APP 5UTR inh -15.7, Diaphorase inh -21.7 and STAT1 act 99.7.
Cc1ccc(S(=O)(=O)NCC2NCCc3ccccc32)cc1 (stereo not drawn) was read as G6PDH counter 7.2, TLR4 MyD88 comp 3.7, FLuc stim CS 1.1, FLuc inh counter -5.3, NF-kB expr up 1.11, APP 5'UTR act 21.9, Diaphorase act 0.9, APP 5UTR inh -21.9, Diaphorase inh 7.8 and STAT1 act 98.9.
`N#Cc1ncc(-c2ccc3c(c2)OCCOCCOCCOCCOCCO3)nc1C#N` gave G6PDH counter -7.2, TLR4 MyD88 comp 7.2, FLuc stim CS 1, FLuc inh counter -2.1, NF-kB expr up 6.66*, APP 5'UTR act -21.1, Diaphorase act 1, APP 5UTR inh 21.1, Diaphorase inh 3.3 and STAT1 act 87.3.
For Cc1nnc(SC(=O)N2c3ccccc3Sc3ccccc32)s1 the results were G6PDH counter -22.9, TLR4 MyD88 comp 17.0, FLuc stim CS 1.1, FLuc inh counter -5.9, NF-kB expr up 1.29, APP 5'UTR act -21.4, Diaphorase act 0.6, APP 5UTR inh 21.4, Diaphorase inh 36.6 and STAT1 act 75.5.
For ClC1(Cl)CC1Cn1cnc2ccccc21 (stereo not drawn) the results were G6PDH counter 0.7, TLR4 MyD88 comp -2.9, FLuc stim CS 1, FLuc inh counter -1.7, APP 5'UTR act 13.2, Diaphorase act 1, APP 5UTR inh -13.3, Diaphorase inh 1.2 and STAT1 act 95.8.
For Cc1csc(SCCn2c(Br)nc3c2c(=O)[nH]c(=O)n3C)n1 the results were G6PDH counter 2.5, TLR4 MyD88 comp -3.2, FLuc stim CS 1.1, FLuc inh counter -8.7, NF-kB expr up 0.92, APP 5'UTR act 14.0, Diaphorase act 0.9, APP 5UTR inh -14.0, Diaphorase inh 13.1 and STAT1 act 97.7.
Screening c1ccc2c(Nc3ccc4c(c3)OCCO4)c3c(nc2c1)CCC3 returned G6PDH counter 5.1, TLR4 MyD88 comp 4.8, FLuc stim CS 1.1, FLuc inh counter -6.3, NF-kB expr up 1.1, APP 5'UTR act -2.5, Diaphorase act 1, APP 5UTR inh 2.5, Diaphorase inh 1.1 and STAT1 act 83.1.
For CC1(c2cc([N+](=O)[O-])cc([N+](=O)[O-])c2)CC(C)(C)N(C(=O)c2ccccc2)c2ccccc21 (stereo not drawn) the results were G6PDH counter 4.9, TLR4 MyD88 comp 0.2, FLuc stim CS 1.1, FLuc inh counter -8.5, NF-kB expr up 0.84, APP 5'UTR act 12.8, Diaphorase act 0.8, APP 5UTR inh -12.8, Diaphorase inh 20.2 and STAT1 act 92.0.
For O=c1cc[nH]c2ccc([N+](=O)[O-])cc12 the results were G6PDH counter -2.0, TLR4 MyD88 comp -7.4, FLuc stim CS 1, FLuc inh counter -4.0, NF-kB expr up 1.5, APP 5'UTR act -6.8, Diaphorase act 0.8, APP 5UTR inh 6.8, Diaphorase inh 15.6 and STAT1 act 111.6.
Cc1cc(-c2nnc(CCC(=O)NC(C)c3ccccc3Cl)o2)no1 (stereo not drawn) was read as G6PDH counter 4.5, TLR4 MyD88 comp -11.5, FLuc stim CS 1, FLuc inh counter -4.6, NF-kB expr up 1.26, APP 5'UTR act 10.1, Diaphorase act 1, APP 5UTR inh -10.1, Diaphorase inh 2.8 and STAT1 act 98.1.
COc1ccccc1NC(=O)Cc1noc(CN(C)Cc2cccs2)n1 was read as G6PDH counter 3.1, TLR4 MyD88 comp -1.8, FLuc stim CS 1.1, FLuc inh counter -7.7, NF-kB expr up 1.39, APP 5'UTR act 15.5, Diaphorase act 1, APP 5UTR inh -15.5, Diaphorase inh -1.5 and STAT1 act 91.7.
Screening COc1ccccc1N1CCN(C(=O)c2cc(N3C(=O)C4C5CCC(C5)C4C3=O)ccc2Cl)CC1 (stereo not drawn) returned G6PDH counter 6.6, TLR4 MyD88 comp -12.0, FLuc stim CS 1, FLuc inh counter -3.5, NF-kB expr up 0.92, APP 5'UTR act 8.0, Diaphorase act 0.9, APP 5UTR inh -8.0, Diaphorase inh 8.1 and STAT1 act 95.4.
Screening Cc1cc(C)n(CC(=O)N/N=C/c2cccs2)n1 returned G6PDH counter 6.6, TLR4 MyD88 comp 9.3, FLuc stim CS 0.9, FLuc inh counter 11.5, NF-kB expr up 1.18, APP 5'UTR act -7.4, Diaphorase act 1, APP 5UTR inh 7.4, Diaphorase inh 2.6 and STAT1 act 112.4.
COc1cccc(NC(=O)c2ccc(C(=O)c3ccccc3)o2)c1 was read as G6PDH counter 2.8, TLR4 MyD88 comp 2.8, FLuc stim CS 0.7, FLuc inh counter 29.3, NF-kB expr up 2.02, APP 5'UTR act 32.1, Diaphorase act 0.9, APP 5UTR inh -32.1, Diaphorase inh 6.4 and STAT1 act 118.6.
For COc1cc2ccccc2cc1C(=O)Nc1ccccc1N1CCN(S(C)(=O)=O)CC1 the results were G6PDH counter 3.5, TLR4 MyD88 comp -11.4, FLuc stim CS 1, FLuc inh counter -2.0, NF-kB expr up 0.57, APP 5'UTR act -2.0, Diaphorase act 0.8, APP 5UTR inh 2.0, Diaphorase inh 19.8 and STAT1 act 101.3.
Screening CCc1ccc(-c2nc(CSCC(=O)NCc3ccco3)c(C)o2)cc1 returned G6PDH counter 3.9, TLR4 MyD88 comp 7.4, FLuc stim CS 0.8, FLuc inh counter 20.7, NF-kB expr up 0.29, APP 5'UTR act -46.7, Diaphorase act 0.9, APP 5UTR inh 46.7*, Diaphorase inh 11.1 and STAT1 act 23.6.
For Cc1ccccc1NC(=O)c1nn(-c2ccc(F)c(F)c2)ccc1=O the results were G6PDH counter -2.0, TLR4 MyD88 comp -23.8, FLuc stim CS 1.1, FLuc inh counter -5.9, NF-kB expr up 0.99, APP 5'UTR act 16.1, Diaphorase act 0.8, APP 5UTR inh -16.1, Diaphorase inh 21.4 and STAT1 act 102.5.
CC(=O)Nc1ccc(S(=O)(=O)N2CCSCC2)cc1 was read as G6PDH counter -2.7, TLR4 MyD88 comp 10.6, FLuc stim CS 1, FLuc inh counter -3.6, NF-kB expr up 1.09, APP 5'UTR act -11.7, Diaphorase act 0.9, APP 5UTR inh 11.7, Diaphorase inh 7.4 and STAT1 act 100.1.
For Cc1cccc(C(=O)NN(C)c2nc(-c3ccccc3)nnc2C(F)(F)F)c1 the results were G6PDH counter 7.0, TLR4 MyD88 comp 6.1, FLuc stim CS 1.1, FLuc inh counter -8.5, NF-kB expr up 1.23, APP 5'UTR act -1.0, Diaphorase act 0.9, APP 5UTR inh 1.0, Diaphorase inh 12.6 and STAT1 act 99.3.
`CN1C(=O)S/C(=C/c2cccnc2)C1=O` gave G6PDH counter -24.4, TLR4 MyD88 comp 1.2, FLuc stim CS 1.1, FLuc inh counter -5.9, NF-kB expr up 1.16, APP 5'UTR act 10.7, Diaphorase act 0.9, APP 5UTR inh -10.7, Diaphorase inh 7.2 and STAT1 act 95.0.

Structural class, the compounds so far with fluorine (2)
For Cc1ccccc1NC(=O)c1nn(-c2ccc(F)c(F)c2)ccc1=O the results were G6PDH counter -2.0, TLR4 MyD88 comp -23.8, FLuc stim CS 1.1, FLuc inh counter -5.9, NF-kB expr up 0.99, APP 5'UTR act 16.1, Diaphorase act 0.8, APP 5UTR inh -16.1, Diaphorase inh 21.4 and STAT1 act 102.5.
For Cc1cccc(C(=O)NN(C)c2nc(-c3ccccc3)nnc2C(F)(F)F)c1 the results were G6PDH counter 7.0, TLR4 MyD88 comp 6.1, FLuc stim CS 1.1, FLuc inh counter -8.5, NF-kB expr up 1.23, APP 5'UTR act -1.0, Diaphorase act 0.9, APP 5UTR inh 1.0, Diaphorase inh 12.6 and STAT1 act 99.3.

(next part)
Oc1ccc(N=Cc2ccc(OCc3ccccc3)cc2)cc1 was read as G6PDH counter 39.4, TLR4 MyD88 comp -9.6, FLuc stim CS 0.9, FLuc inh counter 12.0, NF-kB expr up 3.16, APP 5'UTR act 33.1, Diaphorase act 0.5, APP 5UTR inh -33.1, Diaphorase inh 52.7* and STAT1 act 142.4*.
`O=C(C1CCN(S(=O)(=O)c2ccc(F)cc2)CC1)N1CCOCC1` gave G6PDH counter 4.4, TLR4 MyD88 comp -7.2, FLuc stim CS 1, FLuc inh counter -1.1, NF-kB expr up 1.14, APP 5'UTR act -5.6, Diaphorase act 1.1, APP 5UTR inh 5.6, Diaphorase inh -9.0 and STAT1 act 101.9.
`C=CCNC(=O)c1onc(CCl)c1C(=O)OC` gave G6PDH counter 1.8, TLR4 MyD88 comp -9.0, FLuc stim CS 1.1, FLuc inh counter -7.8, NF-kB expr up 1.02, APP 5'UTR act -3.0, Diaphorase act 0.8, APP 5UTR inh 3.0, Diaphorase inh 20.7 and STAT1 act 104.6.
`O=C(Nc1ccc(CN2CCOCC2)cc1)c1cc2ccccc2o1` gave G6PDH counter -15.3, TLR4 MyD88 comp 1.1, FLuc stim CS 0.4, FLuc inh counter 60.3*, NF-kB expr up 2.87, APP 5'UTR act 168.5*, Diaphorase act 1, APP 5UTR inh -168.5, Diaphorase inh 1.5 and STAT1 act 133.5*.
CSc1nc(-c2ccco2)nn1C(=O)c1ccco1 was read as G6PDH counter -13.6, TLR4 MyD88 comp 13.2, FLuc stim CS 1, FLuc inh counter -2.1, NF-kB expr up 1.11, APP 5'UTR act -5.1, Diaphorase act 1, APP 5UTR inh 5.1, Diaphorase inh -1.7 and STAT1 act 105.7.
For COc1cccc(OCC(=O)Nc2ccccc2NC(C)=O)c1 the results were G6PDH counter 3.5, TLR4 MyD88 comp 1.0, FLuc stim CS 1, FLuc inh counter -4.4, NF-kB expr up 1, APP 5'UTR act -1.4, Diaphorase act 0.9, APP 5UTR inh 1.4, Diaphorase inh 6.6 and STAT1 act 101.0.
For CC(C)CN1C(=O)c2ccccc2C1(O)Cc1ccccc1 (stereo not drawn) the results were G6PDH counter 1.0, TLR4 MyD88 comp 8.9, FLuc stim CS 1.1, FLuc inh counter -5.0, NF-kB expr up 1.29, APP 5'UTR act -8.5, Diaphorase act 1, APP 5UTR inh 8.5, Diaphorase inh 0.5 and STAT1 act 96.6.
`COc1ccccc1NC(=O)Cn1cncc1-c1ccc([N+](=O)[O-])cc1` gave G6PDH counter 3.2, TLR4 MyD88 comp 7.0, FLuc stim CS 1, FLuc inh counter -0.1, NF-kB expr up 1.32, APP 5'UTR act -10.1, Diaphorase act 1, APP 5UTR inh 10.1, Diaphorase inh -2.4 and STAT1 act 93.3.
For Cc1noc(C)c1C(=O)Nc1ccc2c(c1)CCC2 the results were G6PDH counter 6.8, TLR4 MyD88 comp 0.3, FLuc stim CS 1, FLuc inh counter 4.6, NF-kB expr up 1.33, APP 5'UTR act -0.4, Diaphorase act 0.9, APP 5UTR inh 0.4, Diaphorase inh 13.6 and STAT1 act 101.2.

Compound activity deposited in PubChem by several laboratories.
